Source: PubChem BioAssay
CHO parental Ca: ATP-evoked calcium signal inhibitors, parental CHO, primary screen, counter-screen for OX1R antagonist project, cell-based, fluorescence, Fluo-8 calcium dye; parental CHO-K1, ATP-induced calcium, Fluo-8 fluorescence; inhibition, % at 5.6 µM; 330,000 compounds, 0.63% hits;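 active = inhibition above that plate's mean sample inhibition plus 3 SD, cut at about 26% in these data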;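 note: 0% = ATP-challenged DMSO wells and 100% = DMSO wells without ATP; some compounds past the cut are filed as inactive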
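Material: parental CHO cells / Compound: single nominal dose of 5.6 µM per compound / Signal: Fluo-8 fluorescence / Replicates: singlicate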
CHO-K1 Ca PAM: nonselective calcium activators in parental CHO-K1 cells, primary screen, counter-screen for M1 PAM project, cell-based, Fluo-8 calcium fluorescence, full deck, 1536-well; ATP EC20; 0% at ATP EC20, 100% at ATP max; activation, % at 3 µM; 360,000 compounds, 0.02% hits;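 active = activation above the run cutoff, the mean activation of all test compounds plus 3 SD, cut at about 40% in these data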;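 note: peak over basal fluorescence ratio in a 140 s read after ATP addition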
M1 antag: human M1 muscarinic receptor antagonists, primary screen, CHO-K1 cells, Fluo-8 calcium fluorescence, 1536-well. Muscarinic acetylcholine receptor M1 (Homo sapiens), P11229. inhibition, % at 3 µM. 360,000 compounds, 1.3% hits. CHO-K1 hM1, ACh EC80 antagonist;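 active = percent inhibition above its own plate's cutoff, namely the mean of that plate's compound wells plus 3 SD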;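 note: peak over basal fluorescence ratio during 140 s after agonist addition; 0% = ACh EC80 plus DMSO and 100% = DMSO alone without agonist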
Target sequence (P11229 whole entry, looked up): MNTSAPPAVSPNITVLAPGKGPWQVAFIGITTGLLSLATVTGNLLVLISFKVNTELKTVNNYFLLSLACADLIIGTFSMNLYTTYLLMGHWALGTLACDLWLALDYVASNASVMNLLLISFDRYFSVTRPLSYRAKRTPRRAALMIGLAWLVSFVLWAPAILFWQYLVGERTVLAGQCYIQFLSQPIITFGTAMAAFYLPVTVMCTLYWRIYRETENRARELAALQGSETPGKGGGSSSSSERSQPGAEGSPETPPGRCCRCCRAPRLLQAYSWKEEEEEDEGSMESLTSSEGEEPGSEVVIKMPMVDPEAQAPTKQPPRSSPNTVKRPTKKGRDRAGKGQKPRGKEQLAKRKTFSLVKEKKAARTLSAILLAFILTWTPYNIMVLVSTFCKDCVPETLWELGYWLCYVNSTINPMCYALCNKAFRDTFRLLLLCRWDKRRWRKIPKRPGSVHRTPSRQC
TAAR1 antagonist: human TAAR1 antagonists, primary screen, Fluo-8 calcium fluorescence, CHO RD-HGA16 cells | Trace amine-associated receptor 1 (Homo sapiens), Q96RJ0 | antagonist | inhibition, % at 3 µM | 360,000 compounds, 1.5% hits;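 active = inhibition above a per-plate cutoff, the mean inhibition of test compounds on that plate plus 3 SD, cut at about 49% in these data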;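 note: 0% = DMSO plus EC80 beta-PEA response and 100% = DMSO alone without agonist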
Target sequence (Q96RJ0 whole entry, looked up): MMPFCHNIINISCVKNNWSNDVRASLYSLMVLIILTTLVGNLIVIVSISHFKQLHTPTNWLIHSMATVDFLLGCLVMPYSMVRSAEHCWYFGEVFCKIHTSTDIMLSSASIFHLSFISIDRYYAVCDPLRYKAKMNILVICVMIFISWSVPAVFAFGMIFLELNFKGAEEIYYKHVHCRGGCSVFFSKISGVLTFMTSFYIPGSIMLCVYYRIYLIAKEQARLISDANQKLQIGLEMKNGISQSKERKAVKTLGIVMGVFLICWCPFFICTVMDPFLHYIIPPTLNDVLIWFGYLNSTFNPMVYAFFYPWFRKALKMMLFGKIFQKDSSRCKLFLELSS
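Test system – hTAAR1-expressing CHO RD-HGA16 cells, Gα16-coupled · Also added – β-PEA at EC80 concentration, post-compound challenge · Compound – 3 µM, single point · Incubation – dye loading 75 min at 37 °C, then 30 min room temperature · Measured by – Fluo-8 intracellular calcium dye fluorescence, real-time kinetic reads · Benchmarks – vehicle and agonist controls · Replicates – singlicate, one well per test compound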
TAAR1 agonist: human TAAR1 agonists, primary screen, Fluo-8 calcium fluorescence, CHO RD-HGA16 cells; activation, % at 3 µM; Trace amine-associated receptor 1 (Homo sapiens), Q96RJ0; 360,000 compounds, 0.99% hits; AID 624467, 2012; vehicle wells 0%, saturating PEA agonist 100%;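 active = activation above the mean activation of all test compounds in the run plus 3 SD, cut at about 38% in these data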
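System: CHO-derived RD-HGA16 cells with stable Gα16 and human TAAR1. Times: 17-24 h plating, Fluo-8 75 min 37 °C, 30 min RT. Measured by: calcium-sensitive Fluo-8 signal, excitation 470-495, emission 515-575 nm. Read-out basis: % activation relative to PEA EC100 response. Control set: DMSO and PEA EC100. Repeats: no replicates (n 1).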
M1 PAM: human M1 muscarinic receptor positive allosteric modulators, primary screen, CHO-K1 cells, Fluo-8 calcium fluorescence, 1536-well | Muscarinic acetylcholine receptor M1 (Homo sapiens), P11229 | CHO-K1 hM1, ACh EC20; 0% = ACh EC20, 100% = maximal ACh | activation, % at 3 µM | 360,000 compounds, 0.088% hits; in the data active = activation above about 19%, passing the limit was not always enough
CHRM1 agonist: human M1 muscarinic receptor agonists, primary screen, Fluo-8 calcium fluorescence, CHO-K1 cells, HTS. Muscarinic acetylcholine receptor M1 (Homo sapiens), P11229. 360,000 compounds, 0.33% hits. CHO-K1 hM1, agonist mode; 0% DMSO, 100% acetylcholine EC100. AID 588814, 2011. activation, % at 3 µM;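 active = activation above the run's mean compound activation plus 3 SD, cut at about 16% in these data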;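 note: peak over basal fluorescence ratio within a 140 s kinetic read after compound addition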
M1 ag parental: counter-screen for M1 agonists: effect in parental CHO-K1 cells; 360,000 compounds, 0.48% hits; activation, % at 3 µM; Fluo-8 calcium fluorescence; scaled to maximal ATP response, vehicle zero; in the data active = activation above about 15%;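 note: untransfected CHO-K1 host cells lacking M1 receptor as counterscreen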
CHO-K1 Ca antag: counter-screen for M1 antagonists: effect in parental CHO-K1 cells; ATP-induced calcium, Fluo-8 fluorescence; inhibition, % at 3 µM; 360,000 compounds, 0.6% hits; AID 602250;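 active = inhibition above a per-plate cutoff, the plate's mean sample inhibition plus 3 SD, cut at about 24% in these data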;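 note: 0% = DMSO plus EC80 ATP and 100% = DMSO alone without ATP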
Starred values were filed as active, the others as inactive.

For CCOC(=O)C1CCN(C(=O)COc2ccc(S(=O)(=O)NC(C)C)cc2)CC1 the results were CHO parental Ca -3, CHO-K1 Ca PAM 9, M1 antag 8, TAAR1 antagonist -4, TAAR1 agonist 6, M1 PAM -3, CHRM1 agonist -5, M1 ag parental 0.3 and CHO-K1 Ca antag -3.
`Cn1c(SCc2ccccc2)nnc1-c1ccc(O)cc1` gave CHO parental Ca -11, CHO-K1 Ca PAM 7, M1 antag -18, TAAR1 antagonist -21, TAAR1 agonist 2, M1 PAM 14, CHRM1 agonist -2, M1 ag parental 0.5 and CHO-K1 Ca antag -2.
Screening Cc1ccc(NC2=NC(c3ccccc3)n3c(nc(C)cc3=O)N2)cc1 (stereo not given) returned CHO parental Ca -12, CHO-K1 Ca PAM 22, M1 antag 1, TAAR1 antagonist 1, TAAR1 agonist 0, M1 PAM 4, CHRM1 agonist -5, M1 ag parental 0.5 and CHO-K1 Ca antag -15.
`O=C(Nc1ncc2c(n1)-c1ccccc1CC2)c1ccccc1` gave CHO parental Ca -12, CHO-K1 Ca PAM -6, M1 antag -11, TAAR1 antagonist 0, TAAR1 agonist 1, M1 PAM 7, CHRM1 agonist -6, M1 ag parental -0.4 and CHO-K1 Ca antag 24.
`C=CC[N+](C)(C)c1ccc(CCC(=O)CCc2ccc([N+](C)(C)CC=C)cc2)cc1` gave CHO parental Ca -2, CHO-K1 Ca PAM -3, M1 antag -9, TAAR1 antagonist -26, TAAR1 agonist 2, M1 PAM -11, CHRM1 agonist -2, M1 ag parental 0.4 and CHO-K1 Ca antag -6.
Screening CC1(C)CC(=O)C(CC2C(=O)CC(C)(C)CC2=O)C(=O)C1 returned CHO parental Ca -4, CHO-K1 Ca PAM 19, M1 antag -10, TAAR1 antagonist -2, TAAR1 agonist 0, M1 PAM 10, CHRM1 agonist -3, M1 ag parental 0.9 and CHO-K1 Ca antag -7.
`CC(=O)Nc1nc(SCC(=O)Nc2nnc(C)s2)[nH]c(=O)c1NC(=O)c1cccs1` gave CHO parental Ca 2, CHO-K1 Ca PAM 21, M1 antag -5, TAAR1 antagonist -5, TAAR1 agonist 1, M1 PAM 9, CHRM1 agonist -7, M1 ag parental 0.7 and CHO-K1 Ca antag -6.
`NC(=O)C1CCN(c2oc(/C=C/c3ccccc3)nc2S(=O)(=O)c2ccccc2)CC1` gave CHO parental Ca -17, CHO-K1 Ca PAM 15, M1 antag -5, TAAR1 antagonist -4, TAAR1 agonist 1, M1 PAM 9, CHRM1 agonist 0, M1 ag parental -0.3 and CHO-K1 Ca antag -11.
COc1ccc(-c2csc(NC(=O)c3ccccc3C(=O)O)n2)cc1 was read as CHO parental Ca 3, CHO-K1 Ca PAM -2, M1 antag -4, TAAR1 antagonist -5, TAAR1 agonist -2, M1 PAM 13, CHRM1 agonist -2, M1 ag parental -0.3 and CHO-K1 Ca antag 17.
Cc1ccc(S(=O)(=O)/N=C2\C=C(NS(=O)(=O)c3ccc(C)cc3)C(=O)c3ccccc32)cc1 was read as CHO-K1 Ca PAM 7, M1 antag -13, TAAR1 antagonist -13, TAAR1 agonist -3, M1 PAM 9, CHRM1 agonist -4, M1 ag parental 0.0 and CHO-K1 Ca antag -3.
`CN(C)CCC(O)(c1ccccc1)c1ccccc1` gave CHO parental Ca -8, CHO-K1 Ca PAM 2, M1 antag 67*, M1 PAM -35, CHRM1 agonist -15, M1 ag parental 0.5 and CHO-K1 Ca antag -14.
`Cc1cccc(N2C(=O)CC(Sc3ncn[nH]3)C2=O)c1` (stereo not given) gave CHO parental Ca -5, CHO-K1 Ca PAM 20, M1 antag -9, TAAR1 antagonist -3, TAAR1 agonist 5, M1 PAM -6, CHRM1 agonist -3, M1 ag parental 0.2 and CHO-K1 Ca antag -8.
For COc1ccc(S(=O)(=O)N2CCCCCC2)cc1NS(=O)(=O)c1cc(C(=O)O)cc(C)c1C the results were CHO parental Ca -5, CHO-K1 Ca PAM 17, M1 antag -3, TAAR1 antagonist 0, TAAR1 agonist 4, M1 PAM 7, CHRM1 agonist -2, M1 ag parental 0.2 and CHO-K1 Ca antag -8.
Screening COCCC(=O)N1CCC(Oc2ccc(C(=O)N3CCCC(COC)C3)cc2)CC1 (stereo not given) returned CHO-K1 Ca PAM -6, M1 antag -4, TAAR1 antagonist -1, TAAR1 agonist 1, M1 PAM 6, CHRM1 agonist 0, M1 ag parental 0.8 and CHO-K1 Ca antag -7.
For Cc1ccccc1OCc1nnc(SCC(=O)N2c3ccccc3Sc3ccc(Cl)cc32)o1 the results were CHO parental Ca -13, CHO-K1 Ca PAM 12, M1 antag 0, TAAR1 antagonist 2, TAAR1 agonist 11, M1 PAM 2, CHRM1 agonist -2, M1 ag parental 0.7 and CHO-K1 Ca antag -9.
`O=S(=O)(Nc1ccc(NS(=O)(=O)c2ccccc2)c2ccccc12)c1ccccc1` gave CHO-K1 Ca PAM 7, M1 antag 5, TAAR1 antagonist -18, TAAR1 agonist -1, M1 PAM 2, CHRM1 agonist -4, M1 ag parental 0.7 and CHO-K1 Ca antag 1.
Screening CCCCC(=O)Nc1cccn2ncnc12 returned CHO parental Ca 10, CHO-K1 Ca PAM -5, M1 antag -11, TAAR1 antagonist -19, TAAR1 agonist 5, M1 PAM 1, CHRM1 agonist -3, M1 ag parental -0.2 and CHO-K1 Ca antag 2.
`FC(F)(F)c1ccccc1Cc1c(-c2ccco2)nc2ccc(Br)cn12` gave CHO-K1 Ca PAM -1, M1 antag -31, TAAR1 antagonist -4, TAAR1 agonist 3, M1 PAM 8, CHRM1 agonist 0, M1 ag parental 1.2 and CHO-K1 Ca antag -22.
Cc1cccc(OCc2nc(C#N)c(NCCN(C)C)o2)c1 was read as CHO parental Ca -11, CHO-K1 Ca PAM 8, M1 antag -4, TAAR1 antagonist -16, TAAR1 agonist 4, M1 PAM 5, CHRM1 agonist -4, M1 ag parental 0.4 and CHO-K1 Ca antag 8.
N#Cc1cccc(NC(=O)Cn2cnc(S(=O)(=O)N3CCc4ccccc43)c2)c1 was read as CHO parental Ca -7, CHO-K1 Ca PAM 0, M1 antag 10, M1 PAM -3, CHRM1 agonist -3, M1 ag parental 0.8 and CHO-K1 Ca antag -9.
Screening COC(=O)c1sc(C(C)(C)C)cc1CSc1ccccc1 returned CHO parental Ca -25, CHO-K1 Ca PAM 9, M1 antag -3, TAAR1 antagonist -51, TAAR1 agonist 1, M1 PAM 1, CHRM1 agonist -2, M1 ag parental 0.6 and CHO-K1 Ca antag -5.
Screening O=C(N/N=C/c1ccc(OCc2ccccc2)cc1)c1ccc(O)cc1 returned CHO parental Ca 5, CHO-K1 Ca PAM 9, M1 antag 3, TAAR1 antagonist 17, TAAR1 agonist 29, M1 PAM 3, CHRM1 agonist -3, M1 ag parental 8.7 and CHO-K1 Ca antag 3.
`OCC[C@@H]1C[C@H](O)[C@@H](O)[C@]2(Cc3ccccc3CCO2)O1` gave CHO parental Ca 1, CHO-K1 Ca PAM 8, M1 antag -2, TAAR1 antagonist -14, TAAR1 agonist 14, M1 PAM 1, CHRM1 agonist -2, M1 ag parental 0.1 and CHO-K1 Ca antag -6.
For CSc1nc(C)nc(C2CC2)c1C#N the results were CHO parental Ca -2, CHO-K1 Ca PAM 19, M1 antag -6, TAAR1 antagonist -25, TAAR1 agonist -3, M1 PAM 7, CHRM1 agonist -3, M1 ag parental 9.0 and CHO-K1 Ca antag -4.
CC(C)(C)c1ccc(S(=O)(=O)N2CCN(Cc3cc4c(cc3O)OCO4)CC2)cc1 was read as CHO parental Ca -2, CHO-K1 Ca PAM 13, M1 antag -8, TAAR1 antagonist 14, TAAR1 agonist -1, M1 PAM 13, CHRM1 agonist -1, M1 ag parental 0.1 and CHO-K1 Ca antag -12.
CCOC(=O)NC(=O)/C(N=Nc1cc(C)cc(C)c1)=C(\C)O was read as CHO parental Ca -10, CHO-K1 Ca PAM 13, M1 antag 3, TAAR1 antagonist -12, TAAR1 agonist 2, M1 PAM 2, CHRM1 agonist -7, M1 ag parental 0.4 and CHO-K1 Ca antag 7.
`O=C(Cc1ccccc1)N1CCN(c2ccc([N+](=O)[O-])cc2)CC1` gave CHO parental Ca -7, CHO-K1 Ca PAM -8, M1 antag -4, TAAR1 antagonist 13, TAAR1 agonist 7, M1 PAM -2, CHRM1 agonist -3, M1 ag parental 9.2 and CHO-K1 Ca antag -2.
`CCOc1ccc2c(c1)c1nc3ccccc3nc1n2C` gave CHO-K1 Ca PAM -6, M1 antag -4, TAAR1 antagonist -16, TAAR1 agonist -2, M1 PAM 4, CHRM1 agonist -9, M1 ag parental -1.5 and CHO-K1 Ca antag -6.
For COc1ccc(OC)c(-c2[nH]nc3c2C(c2ccco2)C(C#N)=C(N)O3)c1 (stereo not given) the results were CHO parental Ca 6, CHO-K1 Ca PAM 9, M1 antag -9, TAAR1 antagonist -6, TAAR1 agonist 3, M1 PAM 8, CHRM1 agonist -2, M1 ag parental 0.1 and CHO-K1 Ca antag -1.
Screening O=S1(=O)C=C(N2CCCCC2)c2ccccc21 returned CHO parental Ca -18, CHO-K1 Ca PAM -1, M1 antag -13, TAAR1 antagonist -13, TAAR1 agonist 13, M1 PAM 8, CHRM1 agonist 1, M1 ag parental 0.0 and CHO-K1 Ca antag 6.
`CCOC(=O)CNC(=S)N(CCCN1CCCCCC1)Cc1cccs1` gave CHO parental Ca -8, CHO-K1 Ca PAM 19, M1 antag -11, TAAR1 antagonist -25, TAAR1 agonist 4, M1 PAM 5, CHRM1 agonist -12, M1 ag parental 0.2 and CHO-K1 Ca antag -9.
Screening CN(C)c1ccc(C(=O)C(O)c2ccccc2)cc1 (stereo not given) returned CHO parental Ca -8, CHO-K1 Ca PAM -5, M1 antag -7, TAAR1 antagonist -6, TAAR1 agonist 0, M1 PAM 9, CHRM1 agonist -2, M1 ag parental 0.3 and CHO-K1 Ca antag -6.

Of the compounds above, these have a COOH group:
COc1ccc(-c2csc(NC(=O)c3ccccc3C(=O)O)n2)cc1 was read as CHO parental Ca 3, CHO-K1 Ca PAM -2, M1 antag -4, TAAR1 antagonist -5, TAAR1 agonist -2, M1 PAM 13, CHRM1 agonist -2, M1 ag parental -0.3 and CHO-K1 Ca antag 17.
For COc1ccc(S(=O)(=O)N2CCCCCC2)cc1NS(=O)(=O)c1cc(C(=O)O)cc(C)c1C the results were CHO parental Ca -5, CHO-K1 Ca PAM 17, M1 antag -3, TAAR1 antagonist 0, TAAR1 agonist 4, M1 PAM 7, CHRM1 agonist -2, M1 ag parental 0.2 and CHO-K1 Ca antag -8.
